CHT inh: inhibits the human high affinity choline transporter; Q9GZV3; CHT-expressing cells, membrane potential dye, choline response; active compounds read low; B-score at 10 µM; 0.86% of 310,000 active; AID 488975;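 active = B-score over 3 SD under the library average, and starting fluorescence ratio not unusually high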;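 also: choline stimulus applied at its EC90 after an EC20 pre-addition; B-score computed on integrated fluorescence ratio after choline addition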
Target sequence (Q9GZV3 whole entry, looked up): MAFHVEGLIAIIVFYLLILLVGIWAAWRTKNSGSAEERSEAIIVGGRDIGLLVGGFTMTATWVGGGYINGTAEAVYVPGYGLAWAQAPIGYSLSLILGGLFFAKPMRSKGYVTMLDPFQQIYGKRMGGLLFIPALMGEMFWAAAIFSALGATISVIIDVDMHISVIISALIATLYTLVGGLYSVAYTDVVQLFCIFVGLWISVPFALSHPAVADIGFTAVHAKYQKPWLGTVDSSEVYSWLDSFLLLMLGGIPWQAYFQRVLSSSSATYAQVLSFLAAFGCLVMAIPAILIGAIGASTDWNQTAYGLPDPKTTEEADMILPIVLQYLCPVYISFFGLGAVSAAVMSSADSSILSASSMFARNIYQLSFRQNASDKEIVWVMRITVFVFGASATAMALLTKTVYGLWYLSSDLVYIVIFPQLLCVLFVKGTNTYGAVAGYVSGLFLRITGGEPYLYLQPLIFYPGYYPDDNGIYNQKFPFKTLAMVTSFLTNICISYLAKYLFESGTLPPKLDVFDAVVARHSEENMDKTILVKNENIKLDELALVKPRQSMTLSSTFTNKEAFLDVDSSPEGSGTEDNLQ
STK33 inh: blocks human STK33 kinase activity; Q9BYT3; purified STK33, MBP phosphorylation, ADP-Glo luminescence; inhibition, % at 10 µM; 0.073% of 320,000 active;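 active = inhibition at or above 25%, using the most active replicate where run in duplicate; inactive = inhibition below 25%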
Target sequence (Q9BYT3 whole entry, looked up): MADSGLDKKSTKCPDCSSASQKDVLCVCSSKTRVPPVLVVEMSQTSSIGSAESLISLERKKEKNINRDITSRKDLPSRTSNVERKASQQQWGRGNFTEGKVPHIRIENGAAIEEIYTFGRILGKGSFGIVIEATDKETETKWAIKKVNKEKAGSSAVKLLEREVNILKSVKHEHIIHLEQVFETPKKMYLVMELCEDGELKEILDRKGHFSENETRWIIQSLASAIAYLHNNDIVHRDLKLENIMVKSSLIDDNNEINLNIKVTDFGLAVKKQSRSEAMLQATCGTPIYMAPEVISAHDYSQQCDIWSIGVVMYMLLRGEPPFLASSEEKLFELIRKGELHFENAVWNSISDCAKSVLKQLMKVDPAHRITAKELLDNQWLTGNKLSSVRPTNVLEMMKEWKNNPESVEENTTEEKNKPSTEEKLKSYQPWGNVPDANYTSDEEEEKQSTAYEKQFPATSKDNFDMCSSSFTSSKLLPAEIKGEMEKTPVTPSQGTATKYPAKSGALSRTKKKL
CHT PAM: allosterically activates the human high affinity choline transporter. CHT-expressing cells, membrane potential dye, choline EC20; active compounds read high; LV-AA mutant CHT in HEK293 cells. 0.49% of 310,000 active. B-score at 10 µM. AID 488977. Q9GZV3;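 active = initial fluorescence not abnormally high and integrated response B-score, plate-corrected, over 3 SD above library mean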
Numbers without * were called inactive; i = inactive; x = no result given.

SMILES | CHT inh | STK33 inh | CHT PAM
CCCCn1c(SCC(=O)Nc2nnc(C(C)C)s2)nc2c1c(=O)n(C)c(=O)n2C | i | -1.9 | i
O=c1cnn(Cc2ccc(F)cc2)c2ccccc12 | i | -0.6 | i
COc1ccc(S(=O)(=O)Nc2ccc(NC(C)=O)cc2)cc1Cl | i | 0.1 | i
COc1ccc(C(=O)NCC(=O)OCC(=O)N2CCCc3ccccc32)cc1 | i | -0.7 | i
Cc1cc(NS(=O)(=O)c2ccc(NC(=S)NC(=O)c3cccc(S(=O)(=O)N(C)C)c3)cc2)no1 | i | 0.2 | i
COc1ccc(-c2noc(C(=O)NCc3ccc(F)cc3)n2)cc1OC | i | -0.1 | i
CN1CCN(c2nc(-c3ccc(C(C)(C)C)cc3)nc3ccccc23)CC1 | i | 3.1 | i
c1ccc(-c2nn3c(Cn4nnc5ccccc54)nnc3s2)cc1 | i | -1.7 | i
O=c1c2ccccc2nnn1COc1ccc(F)cc1Cl | i | -0.3 | i
O=C(NCCNc1ccc([N+](=O)[O-])cc1)c1cccs1 | i | -2.1 | i
O=C(NC1CCCC1)c1ncn[nH]1 | i | -0.2 | i
CCOC(=O)c1cccc(NC(=O)COc2ccc([N+](=O)[O-])cc2)c1 | i | -0.1 | i
CCCN(CCC)CCCNC(=O)CCNS(=O)(=O)c1ccc(Br)cc1 | i | -1.8 | i
CC(C)Oc1ccc(S(=O)(=O)N2CCOCC2)cc1NC(=O)C1=COCCO1 | i | 0.4 | i
CCOC(=O)C1=C(COC(=O)c2ccccc2[N+](=O)[O-])NC(=O)NC1C (stereo not given) | i | 1.1 | i
CCOc1ccc(S(=O)(=O)N2CCCCC2)cc1NC(=O)C1CCC1 | i | -1.0 | i
Cc1cc(O)c(C(C[N+](=O)[O-])c2ccc(Cl)cc2)c(=O)o1 (stereo not given) | i | -0.8 | i
Nc1nc2ccccc2cc1-c1cccs1 | i | -1.3 | i
Cc1ccc[n+](C(C)C(=O)Nc2ccc([N+](=O)[O-])cc2C)c1 (stereo not given) | i | -0.6 | i
Cc1ccn2c(=O)nc(SCC(=O)NCc3ccc(F)cc3)nc2c1 | i | -0.3 | i
Cc1ccc(C)n1Cc1ccc(C(=O)O)cc1 | i | -1.9 | i
COc1ccc(-c2n[nH]c(=S)o2)c(OC)c1 | i | 2.0 | i
Cc1ccc(NC(=O)c2cncc(Br)c2)cc1S(=O)(=O)N(C)C | i | 3.7 | i
COc1ccc(N(CC(=O)N2CCN(Cc3ccccc3)CC2)S(C)(=O)=O)cc1Cl | i | -1.1 | i

Some of the entries so far, comma-delimited.
Structure,CHT inh,STK33 inh,CHT PAM
CC(C)Oc1ccc(S(=O)(=O)N2CCOCC2)cc1NC(=O)C1=COCCO1,i,0.4,i
CCCN(CCC)CCCNC(=O)CCNS(=O)(=O)c1ccc(Br)cc1,i,-1.8,i
Cc1ccn2c(=O)nc(SCC(=O)NCc3ccc(F)cc3)nc2c1,i,-0.3,i

The list goes on.
SMILES | CHT inh | STK33 inh | CHT PAM
CC1CCC/C(=N\NS(=O)(=O)c2ccccc2)C1 (stereo not given) | i | -2.1 | i
CCC1=NN(C(=O)COc2ccccc2)C(O)(c2ccc(Br)cc2)C1 (stereo not given) | i | -0.5 | i
COc1cc([N+](=O)[O-])ccc1NC(=O)Cc1ccc(C)cc1 | i | -0.3 | i
CN(Cc1ccccc1)C(=S)NC(=O)c1ccccc1 | i | -0.9 | i
COc1ccc(Cl)cc1/C=C1/C(=O)ON=C1C | i | -0.2 | i
Cn1c(=NC(=O)c2ccco2)sc2cccc(F)c21 | i | -1.3 | i
CCNC(=O)OCC12CC3CC(CC(C3)C1)C2 | i | -0.3 | i
CC[C@@H](C)[C@H](NC(=O)Cc1c(C)c2c(cc(C)c3c(C)coc32)oc1=O)C(=O)O | i | 0.2 | i
CCc1sc2nc(SCC(=O)Nc3cc(C)on3)n(-c3cccc(OC)c3)c(=O)c2c1C | i | 0.0 | i
COC(=O)C1=C(C)N(c2ccc(OC)c(OC)c2)C(=O)C1 | i | -1.2 | i
O=C(CSc1nc2c(cnn2-c2ccc(F)cc2)c(=O)[nH]1)N1CCCc2ccccc21 | i | -1.1 | i
COc1cc(/C=C/c2onc(C)c2[N+](=O)[O-])cc(OC)c1OC | i | -0.8 | i
CCCCN(C(=O)CN1C(=O)C2CCCCC2C1=O)c1c(N)n(CCCC)c(=O)[nH]c1=O (stereo not given) | i | -0.8 | i
CCOC(=O)C1(Cc2cccc(OC)c2)CCCN(C(=O)c2cc(C)oc2C)C1 (stereo not given) | i | -1.3 | i
N#C/C(=N\Nc1cccc(Cl)c1)C(=O)c1ccccc1 | -5.2* | -0.5 | i
CC(C)CN(CC(C)C)C(=O)CN1C(=O)NC2(CCCc3ccccc32)C1=O (stereo not given) | i | -1.7 | i
CC(C)c1ccc(NC(=O)CCNC(=O)N2CC(=O)Nc3ccccc32)cc1 | i | -1.0 | i
Fc1ccccc1/C=N/Nc1nc(N2CCCCC2)nc(N2CCCCC2)n1 | i | -2.6 | i
COc1cc2ccccc2cc1C(=O)N1CC(C)CC(C)C1 (stereo not given) | i | -3.9 | i
CN(C(=O)COC(=O)COc1ccc2c(c1)CCC2)c1c(N)n(Cc2ccccc2)c(=O)[nH]c1=O | i | x | i
COc1cc(CO)cc(Br)c1OCC(=O)O | i | -0.9 | i
CCOc1ccc(/C=N/NC(=O)c2ccoc2C)cc1OC | i | 1.4 | i
Cc1cc(C)cc(C(=O)N2CCN=C2SCc2ccc([N+](=O)[O-])cc2)c1 | i | 0.3 | i
CCc1ccc(NC(=O)NCC2CCN(c3ccc(OC)cc3)C2)cc1 (stereo not given) | i | -0.9 | i
CC(=O)Nc1ccccc1-c1ccc(C)o1 | i | -0.6 | i
OC(CNCc1ccc(F)cc1)(c1ccccc1)c1ccc(F)cc1 (stereo not given) | i | -1.8 | i
Cc1ccccc1/C=C\c1nc(O)c([N+](=O)[O-])c(=O)[nH]1 | i | -3.1 | i
Cc1cccc(N/C=C/C(=O)c2ccc(Cl)cc2)c1 | i | -1.6 | i
COC(=O)CCCNC(=O)CCc1nnc(-c2ccc(-c3ccccc3)cc2)o1 | i | -1.3 | i
CCOc1ccc(S(=O)(=O)NC(C)C(=O)NCc2ccncc2)cc1 (stereo not given) | i | 0.4 | i
COc1ccc(-c2nnc(SCC(=O)c3ccc4c(c3)OCCO4)o2)cc1 | i | -1.1 | i
COc1ccc(Nc2cc(C)c3c(O)cccc3n2)cc1 | i | 6.4 | i
CCOC(=O)NC(=S)Nc1cccc(NC(=S)NC(=O)OCC)c1 | i | -1.1 | i
CN(C(=O)COC(=O)c1ccc(F)c(S(=O)(=O)N2CCOCC2)c1)C1CCS(=O)(=O)C1 (stereo not given) | i | -1.7 | i
N#CCC(=N)N1CCN(c2ccc(F)cc2)CC1 | i | -0.9 | i
O=C(NCC1CCCO1)c1ccc(-c2ccccc2Cl)o1 (stereo not given) | i | x | i
CCOc1ccccc1NC(=O)C(=O)/C=C(\O)c1cc(OC)ccc1OC | i | 0.8 | i
CC(=O)N1C(C)c2ccccc2C(C)(C)CC12CCCCC2 (stereo not given) | i | -0.3 | i
Cc1nc(N2CCCCC2)sc1C(=O)c1cccc([N+](=O)[O-])c1 | i | -0.7 | i
CN(C)NC(=O)C12CCC(C)(C(=O)O1)C2(C)C (stereo not given) | i | 0.9 | i
CCOC(=O)c1[nH]c2ccccc2c1NC(=O)c1nonc1C | i | -3.1 | i
COc1ccc(CCNC(=S)Nc2ccccc2C)cc1 | i | 0.2 | i
OCCN1CCN(CCSc2ccccc2)CC1 | i | 0.0 | i
Cc1ccc(S(=O)(=O)NCCSc2nnnn2-c2ccc(C(N)=O)cc2)cc1 | i | -0.7 | i
Cc1cc(NC(=O)c2ccc(N3C(=O)CCC3=O)cc2)no1 | i | -0.6 | i
OC(COc1ccc(CNCc2cccnc2)cc1)CN1CCc2ccccc2C1 (stereo not given) | i | -5.6 | i
COc1cc2c(C)nc3c(cnn3-c3ccccc3)c2cc1OC | i | -0.2 | i
COc1ccc(O)c(/C=N/N=C2/C(=O)Nc3ccccc32)c1 | i | x | i
CC(C)CCNC(=O)[C@H](CC(C)C)NC(=O)[C@H]1O[C@@H]1C(=O)O | i | -1.8 | i
Cc1cccc(-n2c(C)c(C)c3c(N)ncnc32)c1 | i | -0.7 | i
CCCCCCOc1ccc(N2C(=O)CC(N3CCN(CCN=CC4=C(O)CC(C)(C)CC4=O)CC3)C2=O)cc1 (stereo not given) | i | -1.2 | i
C=CCn1c(SCC(=O)Nc2ccc(C(=O)OC(C)C)cc2)nnc1-c1cccs1 | i | 0.1 | i
CS(=O)(=O)Nc1ccccc1C(=O)NCCSCc1ccccc1 | i | -1.0 | i
O=C(COc1ccc(Br)cc1CNC1CCCC1)Nc1ccccc1 | i | -1.4 | i
CN(C)C(=O)c1cc([N+](=O)[O-])ccc1O | i | x | i
CC(C)CN1CCN(Cc2cccn2-c2ccc(Cl)cn2)CC1CCO (stereo not given) | i | -1.2 | i
O=C(Nc1c2c(nn1-c1ccc(F)cc1)CS(=O)C2)c1ccc(Br)o1 (stereo not given) | i | -1.1 | i
COc1cccc(CCNC(=O)C2CCC(=O)N(Cc3cccc(OC)c3)C2)c1 (stereo not given) | i | -1.1 | i
Cc1cc2oc(=O)cc(CN3CCN(S(=O)(=O)c4ccc5c(c4)OCCO5)CC3)c2cc1C | i | -5.1 | i
Cc1cc(=O)oc2cc(NC(=O)CCCC(=O)O)ccc12 | i | 0.0 | i

Structural class: those above with a cyano group.
SMILES | CHT inh | STK33 inh | CHT PAM
N#C/C(=N\Nc1cccc(Cl)c1)C(=O)c1ccccc1 | -5.2* | -0.5 | i
N#CCC(=N)N1CCN(c2ccc(F)cc2)CC1 | i | -0.9 | i

Continuation.
SMILES | CHT inh | STK33 inh | CHT PAM
CS(=O)(=O)N1CCN(c2ccccc2NC(=S)NC(=O)c2cccs2)CC1 | i | -0.3 | i
Nc1ccc2c(c1)C(=O)N(CCCCCC(=O)O)C2 | i | -1.2 | i
Cc1ccc(Oc2ncccc2NC(=O)CC(CC(=O)O)c2ccccc2)c2c1CCC2 (stereo not given) | i | 0.3 | i
COc1ncccc1C(=O)NC1CCCc2c1cnn2-c1ccc(C)c(C)c1 (stereo not given) | i | 1.1 | i
CCOC(=O)N1CCN(CC(=O)Nc2cc(C)nn2-c2nc3ccccc3s2)CC1 | i | -3.4 | i
COCCSc1ccccc1C(=O)Nc1ccc(Cl)cn1 | i | -0.2 | i
COc1ccc(NC(=O)Cc2coc3cc(C)ccc23)cc1S(=O)(=O)N1CCOCC1 | i | 0.0 | i
CC(C)(CSc1nncn1/N=C/c1ccco1)NS(=O)(=O)c1ccc(Cl)cc1 | i | -1.5 | i
CCOC(=O)c1c(NC(=O)CSc2nnc(CN3CCOCC3)n2C)sc2c1CCCC2 | i | 1.9 | i
c1cc(CNC23CC4CC(CC(C4)C2)C3)ccn1 | i | -1.1 | i
CCN(CC)c1ccc(NC(=O)CSc2nc(C)cc(=O)[nH]2)cc1 | i | -0.3 | i
Cc1cccc(-c2noc(Cc3ccc(Cl)cc3)n2)c1 | i | -1.0 | i
O=C(Nc1ccc(NC(=O)C2CC2)cc1)c1cccs1 | i | -0.7 | i
O=C(NNC(=O)c1cnccn1)c1ccc(Cl)c(Cl)c1 | i | -2.0 | i
NC(=O)c1ccsc1NC(=O)CCc1ccccc1 | i | -0.6 | i
CCOC(=O)C1CCCN(c2c(NCCc3ccc(S(N)(=O)=O)cc3)c(=O)c2=O)C1 (stereo not given) | i | 2.5 | i
CCSc1nc(C)c(CCOc2cccc(C)c2)c(=O)[nH]1 | i | -1.4 | i
COC(=O)C1=C(C)N(Cc2ccccc2)C(=NCc2cc(OC)c(OC)c(OC)c2)N[C@H]1c1ccccc1 | i | -0.7 | i
N#Cc1ccc(Oc2ccc(-c3cnc4ccccc4n3)cc2)cc1C#N | i | -1.1 | i
CN(Cc1ccc(Br)cc1)C(=O)CCN1C(=O)c2cccc([N+](=O)[O-])c2C1=O | i | -1.5 | i
Cc1cccc(C)c1Nc1nnc(SCC(=O)NC(=O)c2cccn2C)s1 | i | -0.9 | i
O=C(O)CONC(=O)c1cc(OCC(F)(F)F)ccc1OCC(F)(F)F | i | -0.1 | i
CC(C)N(CCn1cnc2c([nH]c3ccccc32)c1=O)C(C)C | i | -1.6 | i
COc1ccccc1CNC(=O)c1ccc(CS(=O)(=O)c2ccccc2C)o1 | i | 0.7 | i

Part of the list above, in markdown.
| mol | CHT inh | STK33 inh | CHT PAM |
| --- | --- | --- | --- |
| CS(=O)(=O)Nc1ccccc1C(=O)NCCSCc1ccccc1 | i | -1.0 | i |
| O=C(COc1ccc(Br)cc1CNC1CCCC1)Nc1ccccc1 | i | -1.4 | i |
| CN(C)C(=O)c1cc([N+](=O)[O-])ccc1O | i | x | i |
| CC(C)CN1CCN(Cc2cccn2-c2ccc(Cl)cn2)CC1CCO (stereo not given) | i | -1.2 | i |

(continued)
SMILES | CHT inh | STK33 inh | CHT PAM
COc1cc(S(=O)(=O)N2CCCCC2)ccc1NC=O | i | -0.3 | i
COc1ccc(N2CCN(C(=O)c3ccc(F)cc3)CC2)c([N+](=O)[O-])c1 | i | 1.1 | i
Clc1cccc(Nc2c3c(nc4ncnn24)CCC3)c1 | i | -0.5 | i
C#CCn1c(=NC(=O)c2ccc(Cl)s2)sc2cccc(OC)c21 | i | -1.5 | i
O=C(c1csc2c1CCCC2)N1CCN(c2ccccc2)CC1 | i | -0.7 | i
COc1cccc(CNC(=O)COC(=O)C2CC3CCCC(C2)C3=O)c1 (stereo not given) | i | -3.1 | i
O=C(/C=C/c1ccco1)Nc1ccccn1 | i | 4.3 | i

Screening results as filed in PubChem.
